Screening results from PubChem BioAssay.
Vif-APOBEC3G blk – inhibitors of Vif-APOBEC3G interaction; hit rate 0.076% among 410,000; Q9HC16; Potency, µM (series often up to 46.1 µM), without a hit: at the highest dose activity, negative = active, usual class: inhibitors; AID 602310; HeLa A3G-eYFP + Vif (tagged APOBEC3G with the HIV-1 protein that degrades it), YFP fluorescence, overnight;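 also: potency is read from the fitted curve at half-maximal effect; % is scaled to controls: 0 for no effect and ±100 for the full control effect; nearly all actives have a fitted effect of over 60% in size; hits raise eYFP signal because A3G escapes Vif-driven loss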
Target sequence (Q9HC16 whole entry, looked up): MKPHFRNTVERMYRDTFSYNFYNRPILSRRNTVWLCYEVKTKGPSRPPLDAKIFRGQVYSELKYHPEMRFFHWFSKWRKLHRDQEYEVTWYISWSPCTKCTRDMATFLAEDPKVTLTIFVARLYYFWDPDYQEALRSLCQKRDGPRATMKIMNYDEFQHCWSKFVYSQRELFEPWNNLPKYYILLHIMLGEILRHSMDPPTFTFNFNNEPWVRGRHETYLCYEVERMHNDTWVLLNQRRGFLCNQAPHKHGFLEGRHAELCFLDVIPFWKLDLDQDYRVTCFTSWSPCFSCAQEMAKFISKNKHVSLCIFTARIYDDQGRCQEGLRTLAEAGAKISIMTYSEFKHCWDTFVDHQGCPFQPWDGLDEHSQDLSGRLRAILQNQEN
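Read-out is eYFP fluorescence (Ex 488/Em 500-530) from Vif-expressing HeLa A3G-eYFP cells; more signal means A3G escaped Vif-mediated degradation. Cells plated overnight, compound pinned in, incubated overnight at 37 deg C.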
TrxR1 substrate – is turned over as a substrate by rat TrxR1 | O89049 | purified TrxR1 substrate turnover, NADPH consumption readout | Potency, µM (series often up to 114 µM), without a hit: at the highest dose activity change, negative = substrate turnover | hit rate 0.01% among 390,000; also: potency is read from the fitted curve at half-maximal effect; % is scaled to controls: 0 for no effect and ±100 for the full control effect; nearly all actives have a fitted effect of over 50% in size
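Rat TrxR1, dispensed at 90 nM, was prereduced with 400 uM NADPH (final) for 5 min at ~22 deg C, then incubated with compound 15 min before 400 uM selenite. A first-read NADPH fluorescence drop versus no-compound background flagged substrates.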
RGS4 inhibitor – blocks human RGS4-accelerated GTP hydrolysis. AID 504845. hit rate 0.039% among 390,000. Transcreener GDP fluorescence polarization, RGS4-accelerated GTP hydrolysis. Potency, µM (top dose mostly 114 µM), without a hit: top-dose activity change, negative = inhibition, hits mostly inhibitors; also: potency is read from the fitted curve at half-maximal effect; % is scaled to controls: 0 for no effect and ±100 for the full control effect; nearly all actives have a fitted effect of over 75% in size; some results filed as inactive show a strong effect at the top dose
Target sequence (P49798 whole entry, looked up): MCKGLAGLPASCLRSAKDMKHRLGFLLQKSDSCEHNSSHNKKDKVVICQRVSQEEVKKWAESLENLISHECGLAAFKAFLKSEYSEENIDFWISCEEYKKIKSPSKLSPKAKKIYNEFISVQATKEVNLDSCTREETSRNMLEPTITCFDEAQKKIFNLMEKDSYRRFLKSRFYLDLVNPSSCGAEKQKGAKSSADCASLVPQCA
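MLSMR compounds (23 nl, pin-transferred) preincubated 10 min at room temperature with a 500nM (2x) first reagent, then RGS4 at 900nM (2x) plus Transcreener GDP mix added; fluorescence polarization (620/688 nm) read before and after 90 min at 30 °C.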
LDHA inh – LDHA (human) enzyme inhibition; purified LDHA, NADH/diaphorase-resazurin fluorescence; stronger effect = lower value; hit rate 0.15% among 480,000; activity change, % (values are at about 110 or 230 µM); AID 1347041; P00338; in the data active = activity change below about -30%; inconclusive = mostly about -25% to -30%;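 also: plate controls were DMSO wells for no effect and wells without enzyme for full effect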
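Human LDH5 (2 nM) was incubated with 0.06 mM NADH and 0.2 mM pyruvate for 5 min at room temperature in Tris pH 7.4. Remaining NADH was coupled through diaphorase/resazurin, and resorufin fluorescence was read at 0 and 20 min.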
IDH1 R132H inh – blocks human mutant IDH1 R132H enzyme; hit rate 0.093% among 390,000; Potency, µM (series often up to 76.6 µM), for inactives: top-dose activity change, negative = inhibition, usual class: inhibitors; IDH1-R132H enzyme, NADPH consumption, diaphorase/resazurin fluorescence; AID 602179; also: potency is read from the fitted curve at half-maximal effect; % is scaled to controls: 0 for no effect and ±100 for the full control effect; nearly all actives have a fitted effect of over 65% in size
Target sequence (O75874 whole entry R132H, stated change not applied): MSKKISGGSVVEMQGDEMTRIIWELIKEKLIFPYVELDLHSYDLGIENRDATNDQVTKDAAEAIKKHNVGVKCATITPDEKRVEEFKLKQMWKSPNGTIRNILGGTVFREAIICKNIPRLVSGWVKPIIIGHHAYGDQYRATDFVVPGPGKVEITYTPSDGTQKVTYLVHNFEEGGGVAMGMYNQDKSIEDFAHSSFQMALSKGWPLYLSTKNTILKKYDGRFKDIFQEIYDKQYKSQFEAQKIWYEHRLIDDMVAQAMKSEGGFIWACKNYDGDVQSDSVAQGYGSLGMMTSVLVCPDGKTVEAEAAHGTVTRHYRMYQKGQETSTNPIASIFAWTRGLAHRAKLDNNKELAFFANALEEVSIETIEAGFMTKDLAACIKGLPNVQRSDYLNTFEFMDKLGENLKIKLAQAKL
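IDH1-R132H (0.5 ug/mL dispensed) in pH 7.5 Tris buffer was preincubated 30 min with compound, then given a substrate mix of 0.016 mM NADPH and 2 mM alpha-KG for 80 min at room temperature; remaining NADPH was read by diaphorase/resazurin fluorescence.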
Glioma ERSR ind – ER stress response induction in glioma | U87-MG GRP78 promoter luciferase reporter, 16 h | Potency, µM, for the others: top-dose activation, actives largely listed as activators | hit rate 0.02% among 420,000; also: potency is read from the fitted curve at half-maximal effect; series mostly up to about 76 µM; % of control where 0% means no effect; nearly all actives have a fitted effect of over 35% in size
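Stably transfected U87-MG glioma cells carrying a GRP78-based luciferase sensor; 16 h compound incubation. Luminescence end-point read 10 min after Bright-Glo addition at room temperature.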
USP1 inh – USP1/UAF1 (human) deubiquitinase inhibition | O94782 | Potency, µM (doses to about 57.1 µM), for inactives: top-dose activity change, negative = inhibition, usual class: inhibitors | recombinant USP1/UAF1, Ub-Rhodamine cleavage fluorescence | hit rate 0.23% among 390,000; also: potency is read from the fitted curve at half-maximal effect; % is scaled to controls: 0 for no effect and ±100 for the full control effect; nearly all actives have a fitted effect of over 60% in size; inactives centre near -12
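USP1/UAF1 complex (1 nM) preincubated 15 min at room temperature with compound, then Ub-Rho substrate (150 nM final) added. Kinetic fluorescence at 480/540 nm over 6 reads at 60 s intervals; 50 mM HEPES pH 7.8, 0.5 mM EDTA, 0.1 mg/ml BSA, 1 mM TCEP, 0.01% Tween-20.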
Vif-APOBEC3F blk – Vif-A3F binding inhibition | Potency, µM (highest dose often 46.1 µM), without a hit: at the highest dose activity, negative = active | hit rate 0.2% among 390,000 | HeLa A3F-eYFP + Vif (tagged APOBEC3F with the HIV-1 protein that degrades it), YFP fluorescence increase; also: potency is read from the fitted curve at half-maximal effect; % of control where 0% means no effect; nearly all actives have a fitted effect of over 65% in size
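Fluorescence increase (Ex 488/Em 500-530) after overnight compound treatment at 37 deg C flags inhibition of Vif-driven A3F-eYFP loss in stable HeLa A3F-eYFP/Vif cells seeded overnight beforehand.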
rTrxR1 inhibitor – rat TrxR1 inhibition. recombinant rTrxR1, NADPH fluorescence consumption, selenite substrate. O89049. hit rate 1% among 390,000. Potency, µM (highest dose often 114 µM), for inactives: at the highest dose activity change, negative = inhibition, actives largely listed as inhibitors. AID 588453; also: potency is read from the fitted curve at half-maximal effect; % is scaled to controls: 0 for no effect and ±100 for the full control effect; nearly all actives have a fitted effect of over 65% in size
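Rat TrxR1 (90 nM in the dispensed reagent) was pre-reduced with 400 uM NADPH for 5 min at room temperature, then incubated with compound for 15 min. After 400 uM selenite was added, NADPH fluorescence (Ex 340/Em 450 nm) was followed for 8 min.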
* = called active by the depositor; ? = inconclusive; . = not tested or not shown; & = joins results of further samples; [ ] = remark or other dose. Unless noted, calls follow the shape of the dose curve; as a rule, active = well fitted curve in the direction sought with a large enough effect; inconclusive = small, poorly fitted or top-dose-only effect, or another doubt; inactive = no such curve, though single readings can be large; an effect the other way counts as inactive or inconclusive.

SMILES	Vif-APOBEC3G blk	TrxR1 substrate	RGS4 inhibitor	LDHA inh	IDH1 R132H inh	Glioma ERSR ind	USP1 inh	Vif-APOBEC3F blk	rTrxR1 inhibitor
O=C(c1ccccc1)c1nc2ccccc2[nH]c1=O	-4%	2%	15%	1	3%	-1%	-6%	-6%	17%
O=S(=O)(/C=C/c1ccccc1)n1cnc2ccccc21	1%	-2%	0%	-7	0%	6%	-6%	-12%	1%
CSc1ccccc1NC(=O)COC(=O)Cn1cc(C(F)(F)F)ccc1=O	3%	5%	-14%	-3	-2%	-2%	-21%	-2%	18%
CC(C)(C)c1ccc(C2CC2C(=O)N/N=C\c2ccc[nH]2)cc1 (stereo not given)	-23%	-13%	-42%	-5	-15%	1%	-16%	7%	?
c1ccc2nc3c(cc2c1)CCCC3	-10%	-17%	.	7	.	2%	.	.	-23%
Brc1ccc(-c2noc(-c3ccccc3)n2)o1	2%	-8%	6%&-28%	-6&-5	4%	1%	-11%&-23%	10%	10%&-14%
Cc1nc(-c2cccc(NC(=O)c3ccc(-n4cccn4)cc3)c2)cs1	1%	3%	-1%	1	-4%	2%	-16%	0%	11%
COc1ccccc1OC[C@H](O)CO	-1%	-2%	-4%	-11	3%	1%&-4%	7%	-6%	2%
COc1ccc(C(=O)Oc2c(Sc3ccc(Cl)cc3)c(C)nn2C(C)(C)C)cc1OC	-1%	-9%	3%	3	-4%	-1%	-13%	-3%	2%
CCOC(=O)c1cc2ccccc2nc1C	0%	8%	-15%	-4	0%	-1%	-5%	2%	16%
Cc1ccc(C(=O)N2CCN(c3ncc(C(F)(F)F)cc3Cl)CC2)s1	2%	-13%	19%	3	3%	-4%	-7%	4%	-7%
O=c1c2ccccc2n(Cc2c(F)cccc2Cl)c(=O)n1Cc1ccccc1	0%	-3%	8%	1	1%	-4%	-26%	-3%	7%
CCc1ccccc1NS(=O)(=O)c1cccc2nsnc12	2%	-4%	-12%	-7	1%	4%	-15%	?	14%
Cc1ccc(N(CC(=O)NC(C)C)C(=O)CCC(=O)Nc2nccs2)cc1C	2%	2%	-5%[56.9 µM]	0	-8%	-3%	-18%	-12%	20%
COCC(=O)Nc1nnc(CCc2ccccc2)s1	-6%	1%	11%	1	-1%	-1%	-2%	-5%	1%[57.1 µM]
Cc1cccc(N2CCN(S(=O)(=O)c3cc(C(=O)Nc4ccc(Oc5ccccc5)cc4)ccc3F)CC2C)c1 (stereo not given)	9%	1%[57.1 µM]	6%	-5	-12%	-2%	-12%	-13%	35%[activator][57.1 µM]
CCOc1ccc(NC(=O)CN2CCN(CC(=O)Nc3ccc(C(=O)OC)cc3)CC2)cc1	-3%	5%[57.1 µM]	9%	-9	5%	-3%	-5%	6%	5%[57.1 µM]
Cc1ccc(N2C(=O)C3CC3C2=O)cc1 (stereo not given)	0%	6%	-17%	-4	-3%	-5%	?	2%	14%
C[n+]1ccc(/C=C/c2ccc(F)cc2)c2ccccc21	8%	-13%	.	-11	.	-6%	.	.	?
CCn1c(SCc2nc(-c3ccc(Cl)cc3)no2)nnc1-c1ccco1	5%	3%	?	-5	0%	4%	-17%	0%	7%
N#CC(C#N)=Cc1c[nH]c(=O)c(C#N)c1Nc1ccccc1	4%	744%[activator]	18%	12	-17%	-3%	-11%	-2%	86%[activator]
Cc1cc(C(=O)OCC(=O)Nc2ccc(F)cc2[N+](=O)[O-])c2ccccc2n1	1%	7%	-2%	-1	-3%	-3%	-15%	-11%	19%
CC(=O)c1ccc(Nc2ccc(-c3ccccc3C)nn2)cc1	-9%	-20%	15%[11.4 µM]	1	-7%	3%	-5%	3%	-32%
CCN(CC)S(=O)(=O)c1ccc(O)c(C(=O)OCC(=O)Nc2ccc(OC(F)(F)F)cc2)c1	2%	7%	3%	-2	-9%	-4%	-3%	-1%	7%
O=C(NCCSCc1ccccc1)c1ccc(C2SCC(=O)N2Cc2ccccc2)cc1 (stereo not given)	0%	4%	-8%	-4	2%	-2%	?	-8%	3%
O=C(Nc1ccc(Cl)c(Cl)c1)N1CCCCCC1	-1%	-3%	-4%	-1	5%	6%	-14%	0%	5%
Cc1oc(-c2ccccc2Cl)nc1CS(=O)(=O)CC(=O)NC(C)CCc1ccccc1 (stereo not given)	3%	-2%	-1%	4	-2%	-2%	-21%	0%	1%
CCOCCCNC(=O)CCc1ccc(S(=O)(=O)Nc2ccc(C)cc2)cc1	-2%	6%	-11%	-5	-8%	3%	-8%	12%	16%[57.1 µM]
O=c1[nH]cc(CCc2ccccc2)c2ncncc12	.	38%[activator]	17%	0	.	.	.	.	1%
N=C1C(c2nc3ccccc3s2)=C(O)CN1C1CCC(O)CC1 (stereo not given)	-9%	2%	-7%	-2	-1%	-2%	-12%	-13%	9%

Full records from above. Screens in order: Vif-APOBEC3G blk | TrxR1 substrate | RGS4 inhibitor | LDHA inh | IDH1 R132H inh | Glioma ERSR ind | USP1 inh | Vif-APOBEC3F blk | rTrxR1 inhibitor
Cc1ccc(N(CC(=O)NC(C)C)C(=O)CCC(=O)Nc2nccs2)cc1C across the screens: 2% | 2% | -5%[56.9 µM] | 0 | -8% | -3% | -18% | -12% | 20%
COc1ccc(C(=O)Oc2c(Sc3ccc(Cl)cc3)c(C)nn2C(C)(C)C)cc1OC across the screens: -1% | -9% | 3% | 3 | -4% | -1% | -13% | -3% | 2%

Carrying on:
SMILES	Vif-APOBEC3G blk	TrxR1 substrate	RGS4 inhibitor	LDHA inh	IDH1 R132H inh	Glioma ERSR ind	USP1 inh	Vif-APOBEC3F blk	rTrxR1 inhibitor
Cc1ccc2c(c1)N(CC(=O)NCCc1ccccc1)C(=O)CO2	-1%	6%	-14%	-5	7%	-2%	-1%	8%	8%
Cc1cc(OCC(=O)NNC(=O)c2cccc(F)c2)ccc1Cl	-1%	1%	-4%	-2	-9%	-5%	-22%	-7%	20%
Cn1cc(-c2nc3ccccc3[nH]2)c2ccccc21	2%	56%[activator]	8%	-6	11%	5%	-16%	7%	-23%
CC1(C)Cc2c(c(N3CCOCC3)nc3sc4c(NCCN)ncnc4c23)CO1	2%	9%[57.1 µM]	10%[56.9 µM]	-2	-9%	-6%	-21%	-37%	11%[57.1 µM]
Cc1ccc(C(CNC(=O)c2ccco2)N2CCN(C)CC2)cc1 (stereo not given)	0%	-12%	-10%	-2	5%	-1%	1%	2%	-12%
O=C(C1CC1)N1CCN(c2ccc([N+](=O)[O-])cc2-n2cccc2)CC1	-21%	-2%	18%	3	-5%	1%	-15%	5%	3%
COc1ccccc1-n1ccnc1SCC(=O)NC(C)(C)C	-2%	-6%	-25%	-2	5%	-7%	-3%	?	-9%
COC(=O)c1ccc(NC(=O)c2cn(-c3ccccc3)nc2-c2ccncc2)cc1	-11%	0%	?	-8	0%	-8%	-23%	6%	-1%
Cc1cc(C)nc(NNC2=CC(=O)CC(C)(C)C2)n1	3%	6%	-36%	9	10%	6%	-19%	?	14µM*

Another view of part of the listing above:
| mol | Vif-APOBEC3G blk | TrxR1 substrate | RGS4 inhibitor | LDHA inh | IDH1 R132H inh | Glioma ERSR ind | USP1 inh | Vif-APOBEC3F blk | rTrxR1 inhibitor |
| --- | --- | --- | --- | --- | --- | --- | --- | --- | --- |
| Cc1oc(-c2ccccc2Cl)nc1CS(=O)(=O)CC(=O)NC(C)CCc1ccccc1 (stereo not given) | 3% | -2% | -1% | 4 | -2% | -2% | -21% | 0% | 1% |
| CCOCCCNC(=O)CCc1ccc(S(=O)(=O)Nc2ccc(C)cc2)cc1 | -2% | 6% | -11% | -5 | -8% | 3% | -8% | 12% | 16%[57.1 µM] |
| O=c1[nH]cc(CCc2ccccc2)c2ncncc12 | . | 38%[activator] | 17% | 0 | . | . | . | . | 1% |
| N=C1C(c2nc3ccccc3s2)=C(O)CN1C1CCC(O)CC1 (stereo not given) | -9% | 2% | -7% | -2 | -1% | -2% | -12% | -13% | 9% |
| Cc1ccc2c(c1)N(CC(=O)NCCc1ccccc1)C(=O)CO2 | -1% | 6% | -14% | -5 | 7% | -2% | -1% | 8% | 8% |
| Cc1cc(OCC(=O)NNC(=O)c2cccc(F)c2)ccc1Cl | -1% | 1% | -4% | -2 | -9% | -5% | -22% | -7% | 20% |
| Cn1cc(-c2nc3ccccc3[nH]2)c2ccccc21 | 2% | 56%[activator] | 8% | -6 | 11% | 5% | -16% | 7% | -23% |
| CC1(C)Cc2c(c(N3CCOCC3)nc3sc4c(NCCN)ncnc4c23)CO1 | 2% | 9%[57.1 µM] | 10%[56.9 µM] | -2 | -9% | -6% | -21% | -37% | 11%[57.1 µM] |
| Cc1ccc(C(CNC(=O)c2ccco2)N2CCN(C)CC2)cc1 (stereo not given) | 0% | -12% | -10% | -2 | 5% | -1% | 1% | 2% | -12% |
| O=C(C1CC1)N1CCN(c2ccc([N+](=O)[O-])cc2-n2cccc2)CC1 | -21% | -2% | 18% | 3 | -5% | 1% | -15% | 5% | 3% |

Only part of the results is shown, so the mix of outcomes need not match the whole.
